# NPC1 prom act – activates the NPC1 promoter; Huh7 NPC1 promoter luciferase reporter, 24 h; 320,000 compounds, 2.4% hits; AID 485313; Potency, µM (series often up to 9.22 µM), for the others: at the top dose activation, actives largely listed as activators;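 also: potency is read from the fitted curve at half-maximal effect; % of control where 0% means no effect; nearly all actives have a fitted effect of over 60% in size; reporter is driven by a mutant NPC1 promoter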
#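 Readout is luciferase luminescence, reflecting NPC1 promoter activation in stably transfected Huh7 cells after 24 h compound exposure at 37 °C in reduced-serum medium with 10% FBS.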
# RORg inh – ROR gamma (mouse) transcription inhibition | Drosophila S2 Gal4-RORgamma UAS-luciferase reporter, 20 h | Potency, µM (series often up to 53.6 µM), inactives show top-dose activity change, negative = inhibition, usual class: inhibitors | P51450 | AID 2551 | 310,000 compounds, 5.4% hits; also: potency is read from the fitted curve at half-maximal effect; % is scaled to controls: 0 for no effect and ±100 for the full control effect; nearly all actives have a fitted effect of over 60% in size
#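 Compounds are pin-transferred onto Drosophila Schneider cells expressing a copper-inducible Gal4–ROR gamma transactivation domain fusion. After 1 hr, copper sulfate is added to 700 uM final; luciferase is read 20 hr later.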
# Rab9 promoter act – Rab9 promoter activation; Huh7 Rab9 promoter-luciferase reporter, luminescence, 24 h; Potency, µM (highest dose often 9.22 µM), without a hit: top-dose activation, negative = inhibition, hits mostly activators; 320,000 compounds, 2.8% hits; also: potency is read from the fitted curve at half-maximal effect; % of control where 0% means no effect; nearly all actives have a fitted effect of over 60% in size
#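 Using Huh7 cells stably transfected with Rab9 promoter–luciferase, compounds were incubated 24 h at 37 °C, 5% CO2; luciferase luminescence was read 10 min after reagent addition.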
# Menin-MLL TR inh – displaces Texas Red mutant MLL peptide from human menin. O00255. Menin + Texas Red MLL mutant peptide, fluorescence polarization. Potency, µM (series often up to 61.6 µM), without a hit: at the highest dose FP activity change, negative = inhibition, actives largely listed as inhibitors. 270,000 compounds, 0.23% hits; active = well fitted inhibition curve with a large enough effect in the polarisation, with a control signal flat, not every such curve was filed as active; inconclusive = small, poorly fitted or top-dose-only effect, or effect the other way, or a change in a side signal; inactive = no such curve, though single readings can be large or run the other way; the % refers to the polarisation; also: potency is read from the fitted curve at half-maximal effect; % of control where 0% means no effect; many of its hits are not listed in these tables
# p53 reactivator – restores transcriptional activity of mutant p53. Potency, µM (highest dose often 92.2 µM), for the others: at the top dose activity change, positive = activation, usual class: activators. 320,000 compounds, 0.063% hits. AID 504706. H1299 p53-A138V BP100-luciferase reporter, luminescence, 24 h; also: potency is read from the fitted curve at half-maximal effect; % of control where 0% means no effect; nearly all actives have a fitted effect of over 45% in size
#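 p53-null H1299 cells stably carrying temperature-sensitive p53-A138V and a BP100-luciferase reporter were pinned with compounds (4-point, 1:5 series) and held 24 hrs at 37 deg C. Luminescence was read 10 min after detection reagent.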
# VP16 counter – inhibits Gal4-VP16 luciferase reporter, ROR gamma counter-screen | Drosophila S2 Gal4-VP16 UAS-luciferase, luminescence, 20 h | 310,000 compounds, 3.5% hits | Potency, µM (highest dose often 53.6 µM), for the others: top-dose activity, negative = inhibition, most hits filed as inhibitors | AID 2546;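 also: Gal4-VP16 expression switched on by copper sulfate through the metallothionein promoter; potency is read from the fitted curve at half-maximal effect; % is scaled to controls: 0 for no effect and ±100 for the full control effect; nearly all actives have a fitted effect of over 50% in size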
# PKM2 activator – PKM2 (human) enzyme activation; AID 1631; Potency, µM (highest dose often 57.5 µM), for inactives: top-dose activation, usual class: activators; 260,000 compounds, 0.34% hits; P14618; purified PKM2, Kinase-Glo ATP luminescence, activation; response scale: 0% is enzyme alone, no compound; also: potency is read from the fitted curve at half-maximal effect; % is scaled to controls: 0 for no effect and ±100 for the full control effect; nearly all actives have a fitted effect of over 55% in size
# Target sequence (P14618 whole entry, looked up): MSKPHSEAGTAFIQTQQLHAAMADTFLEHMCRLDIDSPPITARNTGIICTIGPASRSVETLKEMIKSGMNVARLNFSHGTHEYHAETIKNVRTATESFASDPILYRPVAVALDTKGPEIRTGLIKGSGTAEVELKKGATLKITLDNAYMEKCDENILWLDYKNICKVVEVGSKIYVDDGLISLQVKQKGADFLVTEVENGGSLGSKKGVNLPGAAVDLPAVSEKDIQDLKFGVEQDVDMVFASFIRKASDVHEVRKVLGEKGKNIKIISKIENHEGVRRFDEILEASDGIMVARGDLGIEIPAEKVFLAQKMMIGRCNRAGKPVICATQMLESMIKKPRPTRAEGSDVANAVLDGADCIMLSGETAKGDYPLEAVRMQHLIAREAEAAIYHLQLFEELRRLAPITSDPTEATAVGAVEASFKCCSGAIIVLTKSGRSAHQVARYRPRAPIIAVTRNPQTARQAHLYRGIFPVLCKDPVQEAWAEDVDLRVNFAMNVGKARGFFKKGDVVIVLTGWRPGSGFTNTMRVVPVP
#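 ATP formation by purified human PK-M2, quantified via coupled luciferase luminescence after 1 h at room temperature with 0.1 mM ADP and 0.5 mM PEP final.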
# FLuc counter – firefly luciferase modulation, counter-screen for miR-21 project; Potency, µM (top dose mostly 57.5 µM), for the others: top-dose activity change, negative = inhibition, most hits filed as inhibitors; 360,000 compounds, 6.9% hits; purified FLuc, Km substrates, luminescence inhibition; AID 588342; P08659;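 also: potency is read from the fitted curve at half-maximal effect; plate controls were vehicle for no effect and reference inhibitor for full effect; nearly all actives have a fitted effect of over 55% in size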
# Target sequence (P08659 whole entry, looked up): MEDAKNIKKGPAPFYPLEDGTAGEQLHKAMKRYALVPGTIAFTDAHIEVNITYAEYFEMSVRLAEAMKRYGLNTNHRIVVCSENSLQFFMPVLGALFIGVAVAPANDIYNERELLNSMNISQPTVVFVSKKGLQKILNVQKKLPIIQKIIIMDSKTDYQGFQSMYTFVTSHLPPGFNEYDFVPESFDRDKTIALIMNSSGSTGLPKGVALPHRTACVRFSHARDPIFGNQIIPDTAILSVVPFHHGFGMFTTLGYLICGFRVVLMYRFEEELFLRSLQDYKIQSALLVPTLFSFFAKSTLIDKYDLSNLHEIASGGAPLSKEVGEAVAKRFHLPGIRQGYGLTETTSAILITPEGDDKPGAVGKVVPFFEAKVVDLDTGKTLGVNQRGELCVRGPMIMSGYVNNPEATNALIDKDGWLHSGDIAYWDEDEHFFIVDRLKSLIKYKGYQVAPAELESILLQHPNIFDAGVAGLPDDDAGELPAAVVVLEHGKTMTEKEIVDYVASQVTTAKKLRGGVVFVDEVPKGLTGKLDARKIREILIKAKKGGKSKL
#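 Purified P. pyralis luciferase (10nM final) with 10uM D-luciferin and 10uM ATP (Km levels) in 50mM Tris acetate pH 7.5, 10mM Mg acetate, 0.01% Tween-20, 0.05% BSA; qHTS 6-point titration, ~60 µM downward; luminescence read.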
# ELG1 genotoxic – genotoxicity induction in ELG1-luciferase HEK293T cells. HEK293T ELG1-luciferase reporter, luminescence, 16 h. Potency, µM (titrated, usually from 46 µM), inactives show top-dose activity change, positive = activation, actives largely listed as activators. 330,000 compounds, 1.3% hits. AID 504466; also: potency is read from the fitted curve at half-maximal effect; % of control where 0% means no effect; nearly all actives have a fitted effect of over 60% in size
#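 HEK293T cells expressing luciferase-tagged ELG1 were treated with compound or DMSO for 16 hr at 37°C. Luciferase activity was then read after 30 min with ONE-Glo at room temperature; rising signal flags genetic stress.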
# BRCA1 expr up – increases BRCA1 expression; MCF7-BRCA1-FFLuc reporter, luminescence, 48 h; response scale: scaled: vehicle 0%, 10 µM genistein 100%; 380,000 compounds, 1.1% hits; Potency, µM (series often up to 46.1 µM), for inactives: at the top dose activation, hits mostly activators; also: potency is read from the fitted curve at half-maximal effect; nearly all actives have a fitted effect of over 80% in size; some results filed as inactive show a strong effect at the top dose
#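 48 h compound treatment of MCF7-BRCA1-FFLuc cells (phenol-red free MEM, 37 °C), then 15 min with luciferase substrate and luminescence imaging.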
# Giardia killer – kills Giardia lamblia. Giardia lamblia trophozoite viability. activity change, % at 7.66 µM, hits read low. 340,000 compounds, 0.15% hits. AID 540267; in the data active = activity change below about -80%; inconclusive = between about -30% and that limit;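 also: parasites exposed to compound for two days anaerobically before the ATP read; % is scaled to controls: 0 for no effect and ±100 for the full control effect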
#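 Trophozoites 100 cells/well + cpd; 48 hrs, 37 deg C, anaerobic. ATPLite 1-Step added, 15-30 min RT, luminescence read (ATP-based viability).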
# * = called active by the depositor; ? = inconclusive; / = no result given; & = joins results of further samples; [ ] = another dose, or the depositor's remark. Unless noted, calls follow the shape of the dose curve; as a rule, active = well fitted curve in the direction sought with a large enough effect; inconclusive = small, poorly fitted or top-dose-only effect, or another doubt; inactive = no such curve, though single readings can be large; an effect the other way counts as inactive or inconclusive. This is a subset, so the mix of outcomes need not match the whole.
SMILES,NPC1 prom act,RORg inh,Rab9 promoter act,Menin-MLL TR inh,p53 reactivator,VP16 counter,PKM2 activator,FLuc counter,ELG1 genotoxic,BRCA1 expr up,Giardia killer
CCN(CC1CCCO1)C(=O)CCc1nnc(CCc2ccc(OC)cc2)o1 (configuration not stated),-5%,18%,0%,-10%,?,-14%,-5%,-8%,-1%,2%,10
COc1cccc(/C=N/NC(=O)Cn2cnc3c2c(=O)n(C)c(=O)n3C)c1OC,1%,-16%,7%,/,-3%,1%,15%,2%,2%,-6%,5
CC(C)(C)NC(=S)NCC1CC1,6%,7.1µM*,-6%,/,-4%,?,-4%,-1%,-2%,0%,-2
Cc1oc(C(=O)O)cc1CSc1nnc(-c2ccccc2)n1C,-2%,-16%,-4%,-18%,-6%,17%,3%,-10%,1%,-5%,21
COc1ccccc1NS(=O)(=O)c1cccc(C(=O)N/N=C(\C)c2ccncc2)c1,1%,/,2%,/,9%,/,/,4%,1%,-7%,-5
CN1C(=S)SC(N(O)C(=O)Nc2ccccc2)C1(C)C (configuration not stated),-3%,0%,2%,1%,13%,1%,2%,2%,-2%,-9%,3
CC(=O)Nc1cccc(C(=O)NNC(=O)c2ccccc2-n2cccc2)c1,1%,/,-9%,/,3%,/,/,0%,1%,0%,1
CC(C)C[C@H]1CN=C(Nc2ccccc2)N1CCC1CCCCC1,-1%,-13%,-1%,-14%,/,-5%,1%,0%,-6%,-20%,-11
COc1cc(NC(=O)C2=C(N3CCOCC3)/C(=C/c3ccc(Cl)cc3)CC2)cc(OC)c1OC,-2%,?,-2%,-1%,-1%,?,-3%,-1%,-6%,-14%,4
O=[N+]([O-])c1ccccc1S(=O)(=O)Nc1cccc(-c2ccc3nncn3n2)c1,-7%,/,0%,/,1%,/,/,7%,1%,-21%,-27
Cc1cc(C)nc(/N=C(\NC(=O)C(C)(C)C)Nc2ccc(F)cc2)n1,0%,-32%,-12%,/,2%,2%,16%,-2%,0%,-9%,5
CCOC(=O)N1CCC(NC(=O)c2cc(C(=O)NC3CCCC3)ccc2CO)CC1,-6%,15%,2%,5%,-3%,-6%,-1%,10%,-14%,6%,27
CC(=O)c1sc(NC(=O)COc2ccccc2)nc1C,20%,-2%,?,-1%,3%,4%,-1%,?,?,?,45[activator]
c1csc(CN2CCOCC2)c1,4%,-2%,-1%,9%,0%,6%,-3%,0%,-5%,-7%,5
CC(=O)c1c(C)[nH]c(C(=O)CN2CCN(S(=O)(=O)c3ccccc3)CC2)c1C,-2%,/,-8%,/,4%,/,/,2%,-2%,-11%,-5
CCCNC(=O)COc1ccc(S(=O)(=O)Nc2ccc(C)cc2)cc1,0%,23%,-1%,-10%,-7%,4%,8%,-1%,0%,3%,11
Cc1ccc(S(=O)(=O)Nc2ccc(S(=O)(=O)Nc3nccs3)cc2)c([N+](=O)[O-])c1,-12%,?,9%,?,26%,?,0%,0%,6%,-7%,-3
O=C(NCC1CCCO1)C(=O)N/N=C/c1cc(Cl)ccc1O (configuration not stated),-6%,13µM*,-8%,/,9%,?,-7%,-12%,-8%,-13%,10
O=C(COC(=O)c1ncc(Cl)c(Cl)c1Cl)NCCc1ccccc1,10%,/,-3%,/,4%,/,/,1%,-2%,5%,-6
Cc1ccc(NC(=O)CCSc2nnc(-c3ccco3)o2)cc1,0%,32%,-1%,-2%,-4%,-12%,-15%,-12%,-2%,-2%,2
CCC(C)(C)C1CCC2(CC1)NC(=O)N(CC(=O)N(C)Cc1ccc(OC(F)F)cc1)C2=O (configuration not stated),-18%,/,-29%,/,5%,/,/,0%,-1%,-9%,-8
CCOc1ccc(NC(=O)CSc2nc(=O)n(Cc3cccnc3)c3c2CCC3)cc1,-3%,/,-1%,/,2%,/,/,-2%,0%,-25%,-12
N/C(=N\OC(=O)c1ccco1)c1ccccn1,20%,-9%,29%,10%,6%,4%,-62%,8.5µM*,?,174%,-8
CCc1ccccc1NC(=O)CSc1nc(-c2ccccc2)nn1C(=O)c1cccc([N+](=O)[O-])c1,-2%,13%,2%,26%,1%,-8%,-2%,-12%,3%,/,/
CC(=O)c1cnc2nc(SCc3ccccc3C)nn2c1C,?,-3%,?,-1%,17%,-4%,13µM*,?,15%,81%,-3
COc1ccc(C)cc1S(=O)(=O)NCCN1CCOCC1,1%,-1%,-9%,4%,-2%,7%,/,0%,1%,-12%,-15
CCn1cc(Cl)c(C(=O)NNC(=O)CCn2cc([N+](=O)[O-])cn2)n1,4%,1%,-6%,-4%,-7%,-13%,1%,4%,1%,-13%,-18
Cc1ccc(C)c(NC(=O)CN(C)S(=O)(=O)c2ccccc2)c1,0%,16%,1%,1%,-10%,12%,6%,-2%,-1%,-7%,5
O=C(NCc1c(Cl)cccc1Oc1ccccc1)c1ccccc1,0%,18%,-10%,/,-1%,16%,-18%,-1%,-2%,-36%,26
COc1cccc(-c2nn(-c3ccccc3)cc2CN(C)Cc2c(C)nc3ccccn23)c1,-7%,7.1µM*,-9%,?,0%,?,-5%,-4%,-10%,-54%,7
Cc1cccc(Oc2ccc(NC(=O)C3CC=CCC3C(=O)O)cc2)c1 (configuration not stated),-3%,17%,2%,2%,-4%,-11%,-2%,?,-6%,-15%,?
Cc1c(C(=O)N2CCN(S(=O)(=O)c3ccccc3)CC2)oc2ccccc12,0%,/,-6%,/,3%,/,/,2%,-5%,-11%,6
COc1ccc(CNC(=O)CCCNC(=O)c2ccc(Cl)cc2)cc1OC,1%,-4%,-5%,1%,-3%,-4%,/,-1%,-1%,4%,-9
O=C(c1ccco1)N1CCN(Cc2nnc(-c3cccc(Br)c3)o2)CC1,5%,-9%,-3%,-4%,-5%,-14%,4%,1%,1%,-9%,56[activator]
COc1ccc(C2(CCN)CC(C)N(C)CC2C)cc1 (configuration not stated),2%,-12%[10 µM],-2%,7%,0%,0%,-10%,0%,1%,-1%,-15
COc1ccc(S(=O)(=O)N2CCC(C(=O)NN3CCCCC3)CC2)cc1OC,-1%,/,-6%,/,-4%,/,/,2%,4%,0%,23

# Results in PKM2 activator and BRCA1 expr up, for some of the entries so far:
SMILES,PKM2 activator,BRCA1 expr up
Cc1ccc(C)c(NC(=O)CN(C)S(=O)(=O)c2ccccc2)c1,6%,-7%
O=C(NCc1c(Cl)cccc1Oc1ccccc1)c1ccccc1,-18%,-36%

# Additional compounds.
SMILES,NPC1 prom act,RORg inh,Rab9 promoter act,Menin-MLL TR inh,p53 reactivator,VP16 counter,PKM2 activator,FLuc counter,ELG1 genotoxic,BRCA1 expr up,Giardia killer
COCCNC(=O)C(c1ccccc1)N(C(=O)Cn1nnc2ccccc21)c1cccnc1 (configuration not stated),0%,0%,7%,0%,-2%,-8%,-16%,-1%,2%,0%,14
COc1cccc(C(C(=O)NC(C)(C)C)N(Cc2ccc(C)cc2)C(=O)CCC(=O)Nc2cc(C)on2)c1OC (configuration not stated),2%,0%,0%,0%,-3%,10%,0%,2%,-10%,-11%,?
Cc1oc2ncnc(N)c2c1C,-3%,-1%,0%,4%,4%,6%,-3%,-2%,3%,1%,-13
Cc1cc(=O)oc2c3c(cc(OCC(=O)N[C@@H](CC(C)C)C(=O)O)c12)OC(C)(C)CC3,1%,11%,14%,-14%,-3%,1%,/,-4%,0%,0%,-1
COc1cc(NC(=O)c2nn(C)c3c2CS(=O)(=O)c2ccccc2-3)cc(OC)c1,-4%,16%,-4%,31%[activator],-10%,-4%,/,4%&-2%,-4%[9.26 µM],-20%&-5%,0
COc1cccc(CN2CCNC(=O)C2CC(=O)N(C)CCC2CCOCC2)c1 (configuration not stated),-4%,-5%,-3%,/,-5%,1%,/,-1%,1%,0%,-20
CCOc1ccc(N(CC(=O)Nc2ccc(OC)cc2OC)S(=O)(=O)c2c(C)[nH]c(=O)[nH]c2=O)cc1,-3%,-5%,1%,/,-3%,-7%,/,-2%,-1%,20%,8
CC(C)C(c1nnnn1Cc1ccc(F)cc1)N1CCN(c2ccc(O)cc2)CC1 (configuration not stated),-5%,-15%,-8%,4%,-1%,-7%,-10%,5%,-7%,-25%,14
CCSc1cc(Cl)nc(N)n1,0%,-3%,-4%,/,-1%,-4%,-1%,-2%,2%,26%,?
Fc1ccc2c(Cl)c(-c3nnc(-c4cccs4)o3)sc2c1,1.4µM*,?,0.56µM*,2%,?,10%,-10%,0.19µM*,0.65µM*,?,-13
CCOc1ccc(N2CC(C(=O)Nc3ccccc3N3CCOCC3)CC2=O)cc1 (configuration not stated),-3%,15%,-1%,6%,-2%,0%,5%,3%,-3%,-3%,9
CN1CCN(C(=O)/C(=C/c2ccc(F)cc2)c2ccsc2)CC1,-1%,12%,2%,?,2%,-15%,-6%,5%,0%,-4%,-9
CCC1(CC)NC(=O)N(CC(=O)OCC(=O)Nc2ccc(OC(F)(F)F)cc2)C1=O,-4%,/,0%,/,2%,/,/,1%,0%,2%,-2
